Bioassay records from PubChem.
PERK inhibitor – inhibitors of human PERK kinase. 0.17% of 220,000 active. CHO PERK-DD fusion, SEAP luminescence translation reporter. inhibition, % at 5.6 µM;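 active means inhibition above the mean inhibition of all tested compounds plus 3 SD, set separately per screening campaign, cut at about 2.9% in these data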;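 further: PERK kinase domain activated by AP20187 dimerizer at 100 nM; 0% = DMSO with dimerizer and 100% = rapamycin at 8.4 µM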
Rad51 HR inh – blocks human Rad51 in homologous recombination; inhibition, % at 10 µM; 0.085% of 200,000 active; hRad51 DNA strand exchange, fluorescence dequenching; Q06609; AID 1385;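 active means inhibition above 40% at the single screening dose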;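 further: 0% = DMSO control wells and 100% = blanks with heterologous ssDNA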
Target sequence (Q06609 whole entry, looked up): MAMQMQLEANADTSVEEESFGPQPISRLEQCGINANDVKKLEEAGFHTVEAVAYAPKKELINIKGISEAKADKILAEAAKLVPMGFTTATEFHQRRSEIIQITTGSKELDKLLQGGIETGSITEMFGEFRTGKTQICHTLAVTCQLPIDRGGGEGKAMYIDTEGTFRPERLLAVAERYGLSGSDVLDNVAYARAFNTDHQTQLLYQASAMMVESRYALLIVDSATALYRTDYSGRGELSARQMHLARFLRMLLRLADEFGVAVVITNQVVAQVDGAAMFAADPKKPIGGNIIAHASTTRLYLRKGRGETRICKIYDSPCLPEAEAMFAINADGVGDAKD
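Material: human Rad51–ssDNA filaments; Probe or stimulus: labelled 47-mer dsDNA for strand exchange; Doses: single 10 µM dose; Incubation: 37 °C 15-min filament assembly, 30-min compound preincubation, 15-min exchange; Technique: FRET fluorescence dequenching, excitation 485 nm, emission 520 nm; Measure: Fluorescence-based percent inhibition, control- and blank-normalised; Benchmarks: plate control and blank wells.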
Cl transport mod – KCC2 (human) Cl- transport modulation. B-score of Tl+ flux slope (higher = more flux/activation; lower = inhibition) at 10 µM. 2.2% of 190,000 active. KCC2 cells, thallium flux FluoZin-2 fluorescence;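 active means thallium flux slope and its plate-corrected score both differing from the plate sample mean at a set confidence after two filtering rounds, in either direction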;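 further: slope of fluorescence scaled to starting intensity during 10 to 20 s after thallium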
Calpain2 inh – blocks pig calpain II enzyme activity. 0.37% of 220,000 active. AID 1236. inhibition, % at 16 µM. purified calpain II, fluorogenic peptide substrate, 30 min;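 active means inhibition above about 50%, limit read from the data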
FXIIa inh 1536 – blocks human coagulation factor XIIa protease activity; purified FXIIa, Boc-QGR-AMC fluorogenic substrate, 2 h; inhibition, % at 5 µM; 0.3% of 220,000 active; in the data active means inhibition above about 40%;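 further: 0% = enzyme with no compound and 100% = blank without enzyme; many of its hits are not listed in these tables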
FXIa inh 1536 – factor XIa (human) inhibition. P03951. purified FXIa, Boc-Glu-Ala-Arg-AMC fluorogenic substrate. inhibition, % at 5 µM. 0.14% of 220,000 active. AID 798;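 active means inhibition of at least 40%; inactive means inhibition below 40%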;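 further: fluorescence of freed AMC excited at 355 nm; 0% = enzyme without compound and 100% = no enzyme blank; many of its hits are not listed in these tables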
thrombin 1536 – thrombin (human) inhibition | AID 1046 | inhibition, % at 5 µM | P00734 | 0.26% of 220,000 active | alpha-thrombin, Boc-VPR-AMC fluorogenic substrate cleavage;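 active means inhibition at or above 40%; inactive means inhibition below 40%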;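 further: 0% = enzyme with no compound and 100% = wells without enzyme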
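System: Human alpha-thrombin protein | Medium: pH 7.5 Tris (50 mM) with NaCl 150 mM, Tween 20 0.05% | Times: Enzyme reaction carried out at room temperature | Detection: AMC fluorescence, 355/460 nm | Evaluation: Percent inhibition scaled between no-compound controls and no-enzyme blanks | Benchmarks: Enzyme without compound as high, wells lacking enzyme as low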
Furin inhibitor – inhibitors of human furin | P09958 | purified furin, fluorogenic substrate cleavage | inhibition, % at 30 µM | 0.061% of 220,000 active; in the data active means inhibition above about 25%; further: inactives centre near -15
Target sequence (P09958 108-714 limits assumed): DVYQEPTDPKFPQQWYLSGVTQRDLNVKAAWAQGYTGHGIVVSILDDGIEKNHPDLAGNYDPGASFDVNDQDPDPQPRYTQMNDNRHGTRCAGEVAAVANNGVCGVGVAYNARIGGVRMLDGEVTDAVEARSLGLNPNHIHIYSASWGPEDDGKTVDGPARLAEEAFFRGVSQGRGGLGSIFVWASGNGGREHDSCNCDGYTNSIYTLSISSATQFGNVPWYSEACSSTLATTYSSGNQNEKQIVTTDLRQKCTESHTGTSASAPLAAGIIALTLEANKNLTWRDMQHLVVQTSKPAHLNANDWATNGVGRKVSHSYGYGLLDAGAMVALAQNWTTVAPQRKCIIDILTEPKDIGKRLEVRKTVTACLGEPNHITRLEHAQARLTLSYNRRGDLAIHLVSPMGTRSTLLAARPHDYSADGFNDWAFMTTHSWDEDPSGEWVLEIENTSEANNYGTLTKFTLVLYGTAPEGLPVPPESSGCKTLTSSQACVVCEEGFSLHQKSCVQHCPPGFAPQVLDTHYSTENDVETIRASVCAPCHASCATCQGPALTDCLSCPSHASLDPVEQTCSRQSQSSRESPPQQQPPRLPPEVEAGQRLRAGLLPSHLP
hK5 inh – blocks human kallikrein 5 protease activity; 0.59% of 210,000 active; AID 873; inhibition, % at 5 µM; Q9Y337; recombinant hK5, fluorogenic AMC substrate cleavage;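 active means inhibition of 40% or more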;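 further: 0% = enzyme controls without compound and 100% = no-enzyme blanks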
* = called active by the depositor; i = inactive; nt = not tested or not shown; [ ] = dose if it differs, or a comment. These rows are one share of the data (hit frequency here may not be typical).

entry	compound	Calpain2 inh	FXIa inh 1536	hK5 inh	Furin inhibitor	thrombin 1536
1	Cc1ccc(S(=O)(=O)Nc2cccc(CP(=O)(c3ccccc3)c3ccccc3)c2)cc1	-3	0	-4	-17	-4
2	NS(=O)(=O)c1ccc(NC(=O)NC2CCCCC2)cc1	-2	4	-9	-15[20 µM]	-4
3	COc1cc(C(=O)Nc2nnc(CC(C)(C)C)s2)c([N+](=O)[O-])cc1OC	-5	4	-4	-15	-1
4	O=C(NCCc1ccc(Cl)cc1)c1n[nH]c2ccccc12	20	6	2	-17	-5
5	CN(C)/C=C1\SC(=S)N(c2ccc(Br)cc2)C1=O	13	3	2	-13	1
6	C#CCOCCOCCOCCNc1nc(N2CCN(C(=O)[C@H](C)n3cc(CCCN=C(N)N)nn3)CC2)nc(N2CCN(C(=O)[C@H](C)n3cc(CCCN=C(N)N)nn3)CC2)n1	2	9	-3	-13	38
7	C=CCOC(=O)C1=C(C)Nc2nnnn2C1c1cccs1 (centres undefined)	18	0	-2	-26[20 µM]	1
8	O=C(N/N=C/c1ccncc1)c1cc(Br)ccc1OCc1ccccc1	1	2	-10	-24	-6

entry	FXIIa inh 1536	Rad51 HR inh	Cl transport mod	PERK inhibitor
1	5	2	nt	-1.0
2	20	nt	3.2*	0.7
3	11	20	0.37	-0.7
4	nt	4	-0.43	0.9
5	12	-5	2.4	-0.8
6	16	0	-0.022	1.0
7	9	-4	-0.85	0.1
8	11	8	-0.38	0.0

Part of the list above, limited to thrombin 1536:
entry	molecule	thrombin 1536
1	Cc1ccc(S(=O)(=O)Nc2cccc(CP(=O)(c3ccccc3)c3ccccc3)c2)cc1	-4
2	NS(=O)(=O)c1ccc(NC(=O)NC2CCCCC2)cc1	-4

More structures follow.
entry	compound	Calpain2 inh	FXIa inh 1536	hK5 inh	Furin inhibitor	thrombin 1536
9	Clc1ccccc1-c1cc(COc2ccc3ccccc3c2)no1	1	-7	-12	-6[20 µM]	0
10	CNc1ccncc1S(=O)(=O)NC	22	4	-18	-9	-5
11	CCOC(=O)C1=C(N)n2c(s/c(=C/c3ccccc3)c2=O)=C(C(=O)OCC)C1c1ccccc1 (centres undefined)	24	-5	-14	-16[20 µM]	-1
12	CCC(=O)c1cc2c(cc1NC(=O)c1ccccc1)OCCO2	-231	5	-21	-6[20 µM]	4
13	Cc1c(C)c2ccc(Oc3ccc([N+](=O)[O-])cc3C(F)(F)F)c(C)c2oc1=O	-8	22	-23	-23	1
14	Cc1ccc(C(=O)NN2C(=O)C3C4C=CC(C4)[C@@H]3C2=O)cc1 (some centres undefined)	-7	2	3	-19	-1
15	O=C(CCc1ccc(S(=O)(=O)NCCc2ccccc2)cc1)Nc1ccc2c(c1)OCO2	-1	-17	3	-23[20 µM]	11
16	Cc1ccc(NC(=S)Nc2cc(C)on2)cc1	0	0	-4	-11	-4

entry	FXIIa inh 1536	Rad51 HR inh	Cl transport mod	PERK inhibitor
9	-1	0	0.88	0.5
10	4	nt	-0.044	2.0
11	13	nt	-0.009	0.5
12	16	10	-3.4	0.1
13	30	nt	nt	1.4
14	5	15	0.35	2.6
15	7	nt	nt	0.3
16	1	-23	0.48	-0.2

Next section:
entry	compound	Calpain2 inh	FXIa inh 1536	hK5 inh	Furin inhibitor	thrombin 1536
17	CC(C)C(O)C1CCN(Cc2nc(Cc3ccccc3Cl)no2)CC1 (centres undefined)	5	-2	nt	-21	-8
18	CC(=O)N(c1nc(CCl)cs1)c1cccc(C)c1C	-18	-2	1	-15	-5
19	CCCCn1c(SCc2cccc([N+](=O)[O-])c2)nc2ccsc2c1=O	20	8	-6	-11	-1
20	CC(=O)Nc1ccc(NC(=O)COC(=O)c2ccco2)cc1	10	1	-3	-16	-7
21	Cc1ccc2[nH]cc(CCNC(=O)Nc3ccccc3)c2c1	29	-7	-9	-20[20 µM]	1
22	Cc1ccc(Nc2nc(C3CC3)cs2)cc1	2	1	-6	-28	-5
23	O=C(CSc1nnnn1C1CCCC1)NCCc1ccccc1	-4	-4	-9	-17	-8
24	Cc1cc(C(=O)Nc2ccccc2N2CCOCC2)c2ccccc2n1	2	-3	-13	-21[20 µM]	-4

entry	FXIIa inh 1536	Rad51 HR inh	Cl transport mod	PERK inhibitor
17	8	3	-0.34	0.3
18	7	20	-1.7	0.1
19	4	10	-0.89	-0.8
20	4	-2	1.1	1.6
21	13	-1	0.26	-0.7
22	10	nt	-0.58	0.7
23	-1	20	nt	0.5
24	5	-7	0.028	-0.8

New compounds follow
entry	compound	Calpain2 inh	FXIa inh 1536	hK5 inh	Furin inhibitor	thrombin 1536
25	O=C(O)c1ccccc1SCC(=O)N1CCc2ccccc21	-25	-3	1	-26	-3
26	CCSc1nc2[nH]ncc2c(=O)[nH]1	2	-3	-1	-27	-3
27	Cc1cc(C)nc(SCCC(=O)Nc2ccccc2)n1	9	2	5	-14[20 µM]	-1
28	CCOC(=O)N1CCC(NC(=O)c2ccc(OC)c(CN3CC(=O)N4CCCC4C3=O)c2)CC1 (centres undefined)	-3	-1	-13	-8[20 µM]	0
29	Cc1ccc2nsnc2c1NC(=O)c1cccc([N+](=O)[O-])c1	13	-1	-10	-28	-8
30	C/C(=N/NC(=O)c1cccs1)c1ccc(NC(=O)COc2ccc(Cl)cc2Cl)cc1	-60	4	-16	-29[20 µM]	3
31	CC(=O)Nc1c(C(=O)O)oc2ccc(Cl)cc12	8	-5	1	-18	-2
32	O=C(C1CCC(CNc2c(N3CCCC3)c(=O)c2=O)CC1)N1CCc2ccccc21 (centres undefined)	-1	-4	-4	-11	-5

entry	FXIIa inh 1536	Rad51 HR inh	Cl transport mod	PERK inhibitor
25	4	3	0.032	-0.1
26	6	-1	0.73	1.2
27	11	-3	-0.044	0.9
28	5	0	0.46	0.5
29	-3	-7	0.65	0.9
30	13	-6	-1.9	1.7
31	-4	nt	nt	-0.2
32	2	4	-0.7	-0.7

Additional structures
entry	compound	Calpain2 inh	FXIa inh 1536	hK5 inh	Furin inhibitor	thrombin 1536
33	C1CCCC(N2CCNCC2)CC1	-22	7	-13	-15[20 µM]	1
34	CCc1c(-c2ccccc2)nc(N)c(C#N)c1-c1cccs1	16	-1	31	-6[20 µM]	-6
35	CN1C(=O)NC(c2ccccc2)C2=C1CN(Cc1ccccc1)C2=O (centres undefined)	nt	nt	nt	-9[20 µM]	nt
36	O=C(CCSc1ccccc1)Nc1nc2c(s1)COc1ccccc1-2	-4	2	10	-19	11
37	CCOC(=O)c1cc(-c2cccnc2)nn1-c1ccccn1	-33	0	-26	-14	1
38	COc1ccc(-c2nc(CS(=O)CC(=O)NCCCN3CC(C)CC(C)C3)c(C)o2)cc1OC (centres undefined)	3	5	-11	-23	-3
39	CCOC(=O)CC1=CC(C)(CC(=O)OCC)C(C#N)(C#N)C(N)=C1C#N (centres undefined)	-3	5	-7	6	-5
40	CC(C)(C)c1ccc(C(=O)Nc2ccc(C=C(C#N)C#N)cc2)cc1	-11	5	-7	-2	-1

entry	FXIIa inh 1536	Rad51 HR inh	Cl transport mod	PERK inhibitor
33	8	6	nt	0.3
34	-1	-8	nt	-0.3
35	nt	10	-0.064	0.3
36	6	-4	0.5	0.6
37	14	-6	0.042	0.9
38	10	-9	nt	0.1
39	5	3	2.3	-0.5
40	6	31	0.93	0.5

Following part.
entry	compound	Calpain2 inh	FXIa inh 1536	hK5 inh	Furin inhibitor	thrombin 1536
41	CS(=O)(=O)N1CC(C(=O)NC2CCCC2)Oc2ccc(Cl)cc21 (centres undefined)	0	6	3	-13	5
42	O=C(NCCO)c1nc(NCCO)c2ccccc2n1	-8	-7	-20	-10[20 µM]	0
43	Cc1ccc(O)c(-c2cc(C(=O)NCc3ccccc3)[nH]n2)c1	12	10	3	-15	1
44	O=C(COC(=O)c1ccc(Br)o1)Nc1cccc(S(=O)(=O)N2CCCCCC2)c1	24	2	-9	-13[20 µM]	26
45	CCOc1ccc(C(=O)N2CCn3c2nc2ccccc23)cc1	-18	-1	2	-18	-4
46	O=C(N/N=C/c1ccco1)c1ccc(Br)o1	13	-14	8	-1[20 µM]	0
47	Clc1ccc(-c2nc3ncccn3c2Cl)cc1	i	-8	-11	-38	-19
48	COc1ccc(N(Cc2cc3ccc(C)cc3[nH]c2=O)C(C)=O)cc1	-5	-3	-2	-16	-2

entry	FXIIa inh 1536	Rad51 HR inh	Cl transport mod	PERK inhibitor
41	14	-1	0.26	-0.6
42	11	0	0.18	0.4
43	13	nt	0.077	0.9
44	10	1	-0.89	0.1
45	3	-3	-0.5	0.7
46	5	-1	0.55	2.7
47	-5	-1	0.11	-0.4
48	4	-4	-0.022	-0.5

(more compounds)
entry	compound	Calpain2 inh	FXIa inh 1536	hK5 inh	Furin inhibitor	thrombin 1536
49	O=C(CSc1nc2ccc(Cl)cc2[nH]1)c1cccs1	18	2	4	-18	3
50	CCCn1cc(C(CC(=O)O)C(=O)O)c2ccccc21 (centres undefined)	-9	0	-1	-3[20 µM]	5
51	Cc1c(Cl)cccc1NC(=S)NCc1ccc2c(c1)OCO2	37	-6	-22	-3	-7
52	O=C(O)Cc1ccc(NC(=O)c2ccc(Cl)c(Cl)c2)cc1	12	-2	0	-32	-2
53	COc1cc(-n2c(=O)c3ccccc3n(CC(=O)OCc3ccccc3)c2=O)cc(OC)c1OC	18	0	3	-25	-6
54	CC(Oc1ccccc1)C(=O)OCC(=O)N1CC(=O)Nc2ccccc21 (centres undefined)	-13	3	-2	-36	nt
55	c1csc(-c2nnc(COc3ccc4c(c3)OCO4)o2)c1	12	-2	-7	-17	-4
56	COc1ccc2c(c1)c(=O)c(C(=O)c1ccc(F)cc1)cn2CC(=O)Nc1ccc(F)cc1	-8	-1	-12	-17	-5
57	O=C(Nc1ncc2c(n1)CC(c1ccco1)CC2=O)c1ccco1 (centres undefined)	18	-1	6	-25	-2
58	NNC(=O)c1ccc(OCC2CC(c3ccc(Cl)cc3)=NO2)cc1 (centres undefined)	3	4	11	5	2

entry	FXIIa inh 1536	Rad51 HR inh	Cl transport mod	PERK inhibitor
49	15	-3	0.3	0.1
50	10	-14	-0.62	0.6
51	-6	-1	-0.4	-0.4
52	10	-7	-1.5	-0.6
53	10	-11	0.56	0.5
54	6	-3	0.38	0.8
55	2	1	-0.36	1.5
56	5	nt	1.3	-0.2
57	4	-18	0.31	1.1
58	14	-8	-0.22	-1.1

Compounds listed so far that contain an aryl thioether with sulfur outside any ring, in the order listed:
entry	compound	Calpain2 inh	FXIa inh 1536	hK5 inh	Furin inhibitor	thrombin 1536
19	CCCCn1c(SCc2cccc([N+](=O)[O-])c2)nc2ccsc2c1=O	20	8	-6	-11	-1
23	O=C(CSc1nnnn1C1CCCC1)NCCc1ccccc1	-4	-4	-9	-17	-8
25	O=C(O)c1ccccc1SCC(=O)N1CCc2ccccc21	-25	-3	1	-26	-3
26	CCSc1nc2[nH]ncc2c(=O)[nH]1	2	-3	-1	-27	-3
27	Cc1cc(C)nc(SCCC(=O)Nc2ccccc2)n1	9	2	5	-14[20 µM]	-1
36	O=C(CCSc1ccccc1)Nc1nc2c(s1)COc1ccccc1-2	-4	2	10	-19	11
49	O=C(CSc1nc2ccc(Cl)cc2[nH]1)c1cccs1	18	2	4	-18	3

entry	FXIIa inh 1536	Rad51 HR inh	Cl transport mod	PERK inhibitor
19	4	10	-0.89	-0.8
23	-1	20	nt	0.5
25	4	3	0.032	-0.1
26	6	-1	0.73	1.2
27	11	-3	-0.044	0.9
36	6	-4	0.5	0.6
49	15	-3	0.3	0.1
